# From PubChem BioAssay
# H1N1 NS1A inhibition = H1N1 influenza NS1A inhibitors, functional cell based assay (AID 504329) | NS1A functional cell-based assay, percent inhibition; higher % means a stronger effect | inhibition, % at 12.5 µM, or IC50 in µM where a hit was titrated | 0.3% of 340,000 active; in the data active = a potency from the dose series; inconclusive = inhibition above about 27% without an active follow-up result; also: strong numbers were not always called active
# VEEV TC-83 Vero = inhibitors of VEEV TC-83 cytopathic effect, confirmation, Vero cells (AID 588727); 0.13% of 350,000 active; Vero cells, VEEV TC-83 cytopathic effect inhibition; higher % means a stronger effect; one-dose inhibition, % at 20 µM; IC50 in µM for titrated hits; in the data active = a potency from the dose series; inconclusive = inhibition mostly from about 14% at the one dose, without a potency; inactive = the rest, 99 in 100 with inhibition below about 12%; also: strong numbers were not always called active
# M. tuberculosis HTS = M. tuberculosis growth inhibition, HTS (AID 449762); M. tuberculosis H37Rv growth inhibition, 7H9 media; higher % means a stronger effect; 0.59% of 330,000 active; inhibition, % at 25 µM; hits with a dose series show IC50 in µM; in the data active = a potency from the dose series; inconclusive = inhibition above about 70% without an active follow-up result;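 also: bacterial growth assessed after seven days of incubation; strong numbers were not always called active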
# M. tuberculosis = growth inhibition of non-replicating M. tuberculosis (AID 488890); 0.39% of 320,000 active; Mycobacterium tuberculosis non-replicating, growth inhibition; higher % means a stronger effect; inhibition, % at 25 µM; hits with a dose series show IC50 in µM; in the data active = a potency from the dose series; inconclusive = inhibition mostly from about 82% at the one dose, without a potency; inactive = the rest, 99 in 100 with inhibition below about 76%;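 also: plate controls were DMSO cells for no effect and high antibiotic wells for full effect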
# Salmonella PhoP GFP = PhoP regulon inhibitors, Salmonella typhi PhoP promoter GFP reporter, confirmatory (AID 1850). Salmonella Typhi PhoP-promoter GFP reporter, fluorescence, 4 h; higher % means a stronger effect. one-dose inhibition, % at 50 µM; IC50 in µM for titrated hits. 0.33% of 310,000 active; in the data active = a potency from the dose series; inconclusive = inhibition mostly from about 25% at the one dose, without a potency; inactive = the rest, 99 in 100 with inhibition below about 19%;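 also: 0% = induced wells with vehicle and 100% = uninduced wells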
# * marks the source's active call; other numbers are inactive results; i = inactive; ? = inconclusive; . = not tested or not shown.
SMILES,H1N1 NS1A inhibition,VEEV TC-83 Vero,M. tuberculosis HTS,M. tuberculosis,Salmonella PhoP GFP
CCOc1ccc(CN2CCCC(CNC(=O)c3ccc(F)cc3)C2)cc1CO (stereo unspecified),-7%,0.0%,4%,-8%,-8%
COc1cc(-c2ccccc2)nc(N)n1,1%,1.6%,-5%,-7%,-14%
CCOc1ccc2nc(NC(=O)CN3CCOCC3)sc2c1,3%,2.0%,7%,21%,-8%
ONC(=NCc1ccccc1)c1ccccc1,-21%,1.3%,.,.,.
CC(OC(=O)Cn1cnc2c1c(=O)n(C)c(=O)n2C)C(=O)NC(C)c1ccc(Cl)cc1Cl (stereo unspecified),-3%,0.4%,6%,6%,5%
CC(C)CNC(=S)NC1CC2CCC(C1)N2Cc1ccccc1 (stereo unspecified),6%,0.5%,7%,-3%,-10%
CCOc1ccc(NC(=S)N2CCn3c(nc4ccccc43)C2)cc1,.,.,-4%,8%,14%
Cc1cc(NC(=O)CN2CCN(Cc3ccccc3)CC2)nc2c1c(=O)oc1ccccc12,.,.,0%,.,-14%
COc1ccc(-c2cn3ccc(C)cc3n2)cc1,-18%,i,2%,10%,15%
CCc1ccc(C(=O)C(C)OC(=O)CNS(=O)(=O)c2ccc(C)cc2)cc1 (stereo unspecified),-1%,5.7%,-8%,-15%,5%
CN(C)c1ccc(C(C(=O)NCC2CCCO2)N(Cc2ccco2)C(=O)c2snc(C(N)=O)c2N)cc1 (stereo unspecified),-2%,8.7%,4%,1%,7%
COCCCNC(=O)c1ccccc1Oc1ccccc1,-6%,0.3%,4%,0%,3%
Cc1cccc(NC(=O)CCN2C(=O)c3ccccc3C2=O)n1,-6%,1.1%,1%,-37%,-5%
COc1ccc(Cl)cc1NC(=O)CNC(c1ccccc1)c1ccccc1,1%,1.7%,9%,-2%,-2%
Cn1ncc(Cl)c1C(=O)N1CCOCC1,-2%,i,-4%,-12%,-5%
O=C(COC(=O)c1ccc(O)cc1)NC1CCCC1,14%,0.9%,-2%,3%,10%
O=C(CSc1n[nH]c(-c2ccccc2)n1)NC(=O)NCc1ccco1,4%,1.5%,-2%,3%,8%
O=C(CSc1ccc2c(c1)OCCO2)Nc1ccc(N2CCOCC2)cc1,-3%,1.3%,-4%,34%,8%
Cc1ccc(CNC(=O)CNC(=S)N(Cc2ccccc2)Cc2cccnc2)cc1,-2%,2.1%,10%,49%,-5%
Cc1ccc(NC(=O)CN(C(=O)N2CCN(C)CC2)S(=O)(=O)c2ccc(C)cc2)cc1,-4%,3.2%,-5%,-11%,9%
Cc1ccc(OCC(O)CN2CC3(C)CC2CC(C)(C)C3)cc1 (stereo unspecified),0%,0.9%,-1%,18%,-6%
CC(C)C[C@H](N)c1cn([C@@H](CCCCN)C(=O)N2CCNCC2)nn1,16%,i,-5%,3%,8%
CCN1CCC2(CC1)NC(CO)(CO)CO2,-8%,0.2%,-5%,-3%,0%
CCOc1ccc(C(=O)NNC(=O)CN2C(=O)C3CC=CCC3C2=O)cc1OC (stereo unspecified),-4%,i,3%,0%,.
COc1cccc(/C=C/C(=O)OCC(=O)c2cc(C)n(CC3CCCO3)c2C)c1OC (stereo unspecified),3%,3.6%,-2%,31%,12%
CC(C)N1C(=O)C(=O)N(CC(=O)N2c3ccccc3NC(=O)CC2C)C1=O (stereo unspecified),-5%,i,.,.,.
CCc1nc(SCC(=O)Nc2ccc(N(CC)CC)cc2)n[nH]1,-4%,i,.,.,.
O=C(CCNC(=O)c1ccc([N+](=O)[O-])cc1)Nc1ccc(S(=O)(=O)N2CCOCC2)cc1,-14%,0.8%,-4%,-9%,3%
O=C(Oc1ccc(C(=S)N2CCOCC2)cc1)c1ccc([N+](=O)[O-])cc1,-2%,1.2%,3%,69%,-6%
COc1ccc(C=NCCC2(O)CC(C)N(C)CC2C)cc1 (stereo unspecified),10%,i,1%,15%,1%
CCOc1ccc(NC2C=CS(=O)(=O)C2)cc1 (stereo unspecified),0%,0.2%,?,33%,-19%
O=C(COC(=O)C1CCN(c2ccc(C(F)(F)F)cn2)CC1)c1ccccc1Cl,-6%,2.1%,?,?,-1%
Cc1ccn2c(c1)nc(=S)n2C(=O)c1ccccc1,-3%,4.1%,2%,-4%,-3%
OCCCNCc1ccc(Cl)cc1Cl,-1%,0.4%,1%,2%,-5%
Cc1ccccc1/C=N\NC(=O)c1ccccc1-n1cccc1,1%,1.6%,0%,25%,-1%
O=C(CN1CCN(c2ccc(O)cc2)CC1)NC(c1ccccc1)c1ccccc1,14%,0.3%,-2%,63%,-6%
Cc1ccc(OCC(=O)n2nc(C)cc2C)c(C)c1,-4%,0.2%,4%,-13%,-12%
CN(CCc1ccccc1)C(=O)c1cccc(NC(=O)Cc2cccc(NC(=O)C3CCN(C(=O)c4ccccc4)CC3)c2)c1,-4%,0.2%,.,.,.
Cc1cccc(C(=O)NC(=S)N2CCN(C)CC2)c1,-6%,1.0%,0%,25%,4%
CCOCC(=O)Nc1nc(C)cc(C)n1,3%,0.4%,-4%,26%,-5%
Cc1nn(CC(=O)O)c2ccccc12,3%,0.1%,8%,1%,-6%
Cc1nc(Cl)sc1C(=O)Nc1ccc(F)cc1,-8%,0.5%,.,.,.
CSc1nc(-c2ccco2)nn1C(=O)c1ccccc1Cl,-5%,1.2%,.,.,.
N/C(=N\OC(=O)c1ccccc1)C(Cc1ccccc1)C(=O)NOC(=O)c1ccccc1 (stereo unspecified),-1%,13%,.,.,.
O=C(c1ccc(Cl)c(S(=O)(=O)N2CCCCCC2)c1)N1CCN(c2ccccn2)CC1,-4%,i,.,.,0%

# 3 records drawn at random from those above, as already listed:
SMILES,H1N1 NS1A inhibition,VEEV TC-83 Vero,M. tuberculosis HTS,M. tuberculosis,Salmonella PhoP GFP
Cc1ccc(OCC(=O)n2nc(C)cc2C)c(C)c1,-4%,0.2%,4%,-13%,-12%
O=C(CN1CCN(c2ccc(O)cc2)CC1)NC(c1ccccc1)c1ccccc1,14%,0.3%,-2%,63%,-6%
O=C(COC(=O)C1CCN(c2ccc(C(F)(F)F)cn2)CC1)c1ccccc1Cl,-6%,2.1%,?,?,-1%

# (further entries)
SMILES,H1N1 NS1A inhibition,VEEV TC-83 Vero,M. tuberculosis HTS,M. tuberculosis,Salmonella PhoP GFP
Cn1c(-c2ccc(F)cc2)cnc1SCC(=O)N1CCCCC1,-4%,6.3%,0%,2%,1%
COC(=O)c1cc(Br)c(N)cc1OC,-7%,3.0%,-9%,-4%,6%
Cc1ccc(OCCCCN2CCCC(C)C2)c([N+](=O)[O-])c1 (stereo unspecified),7%,i,-10%,36%,20%
COc1ccc(Br)cc1CNC(=O)C1CCN(S(=O)(=O)N2CCCCC2)CC1,5%,0.4%,-2%,21%,4%
CC(=O)Nc1ccc(OC(=O)c2ccccc2N)cc1,-3%,0.3%,4%,9%,-1%
COCCNC(=O)Cn1cc2c(n1)CCC(C)C2 (stereo unspecified),-1%,0.2%,-11%,0%,8%
CSC1=NCCN1C(=O)c1c(-c2ccccc2Cl)noc1C,-2%,0.5%,-6%,-10%,-5%
O=C(CSc1nnc(-c2ccncc2)n1Cc1ccco1)c1ccc(Cl)cc1,-4%,1.8%,-3%,44%,7%
CCN1CCN(c2nc(N)c([N+](=O)[O-])c(Nc3ccc(C)c(C)c3)n2)CC1,6%,5.3%,.,15%,-2%
COc1cccc(N(C(=O)c2snc(C(N)=O)c2N)C(C(=O)NCC2CCCO2)c2ccc3ncccc3c2)c1 (stereo unspecified),2%,2.5%,0%,-4%,6%
C=CCn1c(=O)[nH]c2nc3cc(N=CN(C)C)c(C)cc3nc2c1=O,-8%,0.5%,-7%,-1%,-20%
Cc1ccc(S(=O)(=O)/N=C2/C=C(C3C(=O)CC(C)(C)CC3=O)C(=O)c3ccccc32)cc1,10%,1.9%,-2%,32%,-38%
Cc1ccc(-c2nc(CN(C)Cc3ccc4nccnc4c3)c(C)o2)s1,3%,i,4%,-12%,2%
Cc1cc(NCc2ccco2)nc(N2CCC(C(=O)NC3CCCCC3)CC2)n1,8%,6.3%,-3%,7%,-3%
COc1ccc(NC(=O)c2ccco2)c([N+](=O)[O-])c1,8%,i,3%,0%,14%

# Ordered by number of heavy atoms (largest number first): 16 of the compounds above.
SMILES,H1N1 NS1A inhibition,VEEV TC-83 Vero,M. tuberculosis HTS,M. tuberculosis,Salmonella PhoP GFP
COc1cccc(N(C(=O)c2snc(C(N)=O)c2N)C(C(=O)NCC2CCCO2)c2ccc3ncccc3c2)c1 (stereo unspecified),2%,2.5%,0%,-4%,6%
Cc1ccc(S(=O)(=O)/N=C2/C=C(C3C(=O)CC(C)(C)CC3=O)C(=O)c3ccccc32)cc1,10%,1.9%,-2%,32%,-38%
O=C(c1ccc(Cl)c(S(=O)(=O)N2CCCCCC2)c1)N1CCN(c2ccccn2)CC1,-4%,i,.,.,0%
Cc1cc(NCc2ccco2)nc(N2CCC(C(=O)NC3CCCCC3)CC2)n1,8%,6.3%,-3%,7%,-3%
O=C(CSc1nnc(-c2ccncc2)n1Cc1ccco1)c1ccc(Cl)cc1,-4%,1.8%,-3%,44%,7%
CCN1CCN(c2nc(N)c([N+](=O)[O-])c(Nc3ccc(C)c(C)c3)n2)CC1,6%,5.3%,.,15%,-2%
Cc1ccc(-c2nc(CN(C)Cc3ccc4nccnc4c3)c(C)o2)s1,3%,i,4%,-12%,2%
C=CCn1c(=O)[nH]c2nc3cc(N=CN(C)C)c(C)cc3nc2c1=O,-8%,0.5%,-7%,-1%,-20%
Cn1c(-c2ccc(F)cc2)cnc1SCC(=O)N1CCCCC1,-4%,6.3%,0%,2%,1%
Cc1ccc(OCCCCN2CCCC(C)C2)c([N+](=O)[O-])c1 (stereo unspecified),7%,i,-10%,36%,20%
CSc1nc(-c2ccco2)nn1C(=O)c1ccccc1Cl,-5%,1.2%,.,.,.
CC(=O)Nc1ccc(OC(=O)c2ccccc2N)cc1,-3%,0.3%,4%,9%,-1%
COc1ccc(NC(=O)c2ccco2)c([N+](=O)[O-])c1,8%,i,3%,0%,14%
COCCNC(=O)Cn1cc2c(n1)CCC(C)C2 (stereo unspecified),-1%,0.2%,-11%,0%,8%
Cc1nc(Cl)sc1C(=O)Nc1ccc(F)cc1,-8%,0.5%,.,.,.
COC(=O)c1cc(Br)c(N)cc1OC,-7%,3.0%,-9%,-4%,6%

# Next section:
SMILES,H1N1 NS1A inhibition,VEEV TC-83 Vero,M. tuberculosis HTS,M. tuberculosis,Salmonella PhoP GFP
N#Cc1cc(Sc2ccccn2)c(Sc2ccccn2)cc1C#N,-16%,3.5%,6%,-19%,-5%
COc1cc(C2Nc3ccc4ccccc4c3C3=C2C(=O)CC(C)(C)C3)ccc1OC(C)C(=O)O (stereo unspecified),-5%,0.1%,5%,-3%,4%
Cc1cc2ncn(C(=O)N3CCC(C)CC3)c2cc1C,-2%,2.0%,0%,7%,-3%
O=C(Cc1ccccc1F)NCC1(N2CCOCC2)CCCCC1,13%,i,-1%,16%,-15%
Cc1ccc(S(=O)(=O)CCC(=O)OCC(=O)c2c(N)n(CC(C)C)c(=O)n(C)c2=O)cc1,-12%,1.9%,-12%,-9%,-7%
CCn1c(CNC(=O)c2ccccc2F)nnc1SCCOc1ccccc1,12%,0.5%,1%,-8%,-5%
CC(=O)c1cccc(NC(=O)/C=C/c2ccc([N+](=O)[O-])s2)c1,3%,28%,.,.,.
Cc1cc(OCC(=O)N(C)c2ccccc2)cc2c1C(=O)CC(C)(C)O2,-23%,4.2%,-3%,15%,3%
NC(=O)NC(=O)CC1S/C(=N/N=C2/NC(=O)CS2)NC1=O (stereo unspecified),5%,0.4%,-8%,-14%,-3%
CC(C)(C)NC(=O)NC(=O)CSc1nnc2ccccn12,-18%,i,0%,-3%,-3%
CCOC(=O)N1CCN(C(=O)CCS(=O)(=O)c2ccc3c(c2)CCN3C(=O)CC)CC1,-93%,1.2%,-3%,9%,0%
Cc1nc2scc(-c3cccs3)c2c(=O)n1-n1cccc1,-1%,4.7%,56µM*,44%,-2%
COc1cc(/C=N/NC(=O)c2cncc(Br)c2)cc([N+](=O)[O-])c1O,4.3µM*,0.7%,6%,0%,64µM*
CN=C(Nc1cc(C)nn1CCC#N)c1ccccc1F,1%,0.7%,-6%,24%,-12%
c1coc(-c2nnc(NC3=NCCC3)o2)c1,-10%,2.2%,3%,-7%,11%
O=C(CN1CCN(c2ccc(O)cc2)CC1)Nc1cc([N+](=O)[O-])ccc1Cl,6%,1.1%,5%,38%,-7%
COc1ccc(OCc2cc(C(=O)NCCc3ccccc3)no2)c(Cl)c1,-10%,i,18%,-2%,2%
CCC(=O)Nc1sc2c(c1C#N)CCC2,11%,0.1%,7%,-4%,2%
CNC(=O)c1c(NC(=O)c2ccc(N3C(=O)CCC3=O)cc2)sc2c1CCC(C)C2 (stereo unspecified),-4%,2.8%,5%,6%,2%
N#CC(C#N)=C(Nc1ccc(F)cc1)SCc1cccc(Br)c1,-2%,5.3%,-4%,-4%,9%
